Screening results from PubChem BioAssay.
Integrin act MD = activates integrin-mediated alleviation for muscular dystrophy. AID 624291. Potency, µM (series often up to 38.3 µM), for inactives: at the top dose activation, hits mostly activators. alpha7betagal myoblasts, beta-gal FDG fluorescence, 48 h. 0.064% of 350,000 active;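 further: potency means the concentration at half of the fitted maximal effect; 100% = response of the positive control SU9516; nearly all actives have a fitted effect of over 60% in size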
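alpha7betagal+/- myoblasts (passage 13, 250/well) treated 48 h at 37C with compounds at 1:260 dilution of DMSO stock. Lysed, then beta-galactosidase activity read as FDG fluorescence (ex 480/em 540) after 30 min, with pre-read for autofluorescence.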
S-ASM inh = blocks human secretory acid sphingomyelinase; placental ASM, HMU-PC fluorogenic substrate, 60 min; Potency, µM (top dose mostly 57.5 µM), for inactives: at the highest dose activity change, negative = inhibition, usual class: inhibitors; 0.006% of 340,000 active; P17405; AID 504937; further: potency means the concentration at half of the fitted maximal effect
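Human placenta-derived ASM enzyme was preincubated with compound for 10 minutes at room temperature, then given fluorogenic substrate HMU-PC0 (9 uM final) for 60 minutes at 37 °C; a pH 10 stop preceded fluorescence reading at Ex 386/Em 447 nm.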
GALK inhibitor = galactokinase (human) inhibition; P51570; Purified GALK, Kinase-Glo residual ATP luminescence; Potency, µM (highest dose often 57.5 µM), for inactives: top-dose activity change, negative = inhibition, most hits filed as inhibitors; 0.007% of 270,000 active; further: potency means the concentration at half of the fitted maximal effect; on the % scale 0 is the no-effect control and ±100 the full control effect
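Galactose (100 uM) and ATP (35 uM) were turned over by 5 nM GALK for 1 h at RT. Kinase-Glo Plus then converted the remaining ATP into a luminescent signal.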
Chronic BCR inh = blocks chronic active B-cell receptor signaling; Potency, µM (top dose mostly 46.1 µM), inactives show at the top dose ratio change, negative = lower green/red ratio, usual class: inhibitors; AID 493014; 0.05% of 340,000 active; ABC-DLBCL IkBa-CBG/CBR reporter, luminescence ratio, 4 h; active means well fitted inhibition curve with a large enough effect in the signal ratio, with a control signal flat, not every such curve was filed as active; inconclusive means small, poorly fitted or top-dose-only effect, or effect the other way, or a change in a side signal; the % refers to the signal ratio;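 further: potency means the concentration at half of the fitted maximal effect; plate controls were basal doxycycline-induced cells for no effect and cells given 10 µM MG132 for full effect; MG132 reads +100%, hits lower the ratio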
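Cell line TMD8 (human ABC DLBCL), stably expressing tet-inducible CBG68-IkBa fusion and CBR; IMDM/0.5% FBS; cpd up to 46 uM; dox induction, 4 h, 37C/5% CO2; dual luminescence; green/red ratio; MG132 control.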
PKM2 activator = increases activity of human pyruvate kinase M2 | purified PKM2, Kinase-Glo ATP luminescence, activation; response scale: 0% is enzyme alone, no compound | P14618 | Potency, µM (highest dose often 57.5 µM), inactives show at the highest dose activation, usual class: activators | 0.34% of 260,000 active; further: potency means the concentration at half of the fitted maximal effect; on the % scale 0 is the no-effect control and ±100 the full control effect; nearly all actives have a fitted effect of over 55% in size
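Kinase-Glo luminescence reports ATP generated from ADP (0.1 mM) and PEP (0.5 mM) by purified hPK-M2 after 1 h at room temperature, pH 7.2 imidazole buffer; intermediate enzyme activity allows detecting inhibitors and activators.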
B2AR arrestin = beta2AR (human) beta-arrestin recruitment activity. P07550. beta-arrestin recruitment to beta2AR, cell-based reporter. Potency, µM (doses to about 46.1 µM), inactives show at the top dose activation, hits mostly activators. 0.02% of 330,000 active. AID 492947;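 further: potency means the concentration at half of the fitted maximal effect; 0% = DMSO controls and full agonism = EC100 isoproterenol or metaproterenol; nearly all actives have a fitted effect of over 65% in size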
Target sequence (P07550 whole entry, looked up): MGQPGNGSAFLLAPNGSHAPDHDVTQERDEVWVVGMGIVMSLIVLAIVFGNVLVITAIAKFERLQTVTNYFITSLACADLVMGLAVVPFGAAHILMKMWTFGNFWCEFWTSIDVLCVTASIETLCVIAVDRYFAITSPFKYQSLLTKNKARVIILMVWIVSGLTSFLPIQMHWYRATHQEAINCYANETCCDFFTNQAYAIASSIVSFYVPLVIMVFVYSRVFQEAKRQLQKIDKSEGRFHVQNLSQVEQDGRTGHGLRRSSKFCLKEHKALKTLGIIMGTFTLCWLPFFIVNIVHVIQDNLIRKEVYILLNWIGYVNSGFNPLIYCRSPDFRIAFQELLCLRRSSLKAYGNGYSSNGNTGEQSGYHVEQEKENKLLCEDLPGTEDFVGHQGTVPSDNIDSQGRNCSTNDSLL
Coupling enz = inhibits coupling enzyme system, counter-screen for aldolase hits | activity change, negative = inhibition, % at 58.2 µM, hits read low | 0.67% of 290,000 active | coupling enzyme system counterscreen, AmpLite Red fluorescence; in the data active means activity change below about -30%; further: on the % scale 0 is the no-effect control and ±100 the full control effect
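Fluorescence at 525 nm excitation and 598 nm emission measured inhibition of the coupled detection system without aldolase. Compounds (at 57.5 uM final) were preincubated 10 min at room temperature with coupling enzyme reagent before a 20 min substrate/AmpLite Red step.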
Menin MLL FP TR = displaces Texas Red mutant MLL peptide from human menin; Menin + Texas Red MLL mutant peptide, fluorescence polarization; 0.23% of 270,000 active; Potency, µM (titrated, usually from 61.6 µM), inactives show at the top dose FP activity change, negative = inhibition, hits mostly inhibitors; active means well fitted inhibition curve with a large enough effect in the polarisation, with a control signal flat, not every such curve was filed as active; inconclusive means small, poorly fitted or top-dose-only effect, or effect the other way, or a change in a side signal; inactive means no such curve, though single readings can be large or run the other way; the % refers to the polarisation; further: potency means the concentration at half of the fitted maximal effect; % of control where 0% means no effect; many of its hits are not listed in these tables
Tb PFK block = T. brucei PFK enzyme inhibition; 0.17% of 330,000 active; Potency, µM (top dose mostly 57.5 µM), for the others: at the top dose activity, negative = inhibition, most hits filed as inhibitors; O15648; AID 485367; T. brucei PFK, ADP-Glo luminescence;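 further: potency means the concentration at half of the fitted maximal effect; 0% = uninhibited 1x PFK enzyme wells and -100% = no-enzyme wells; nearly all actives have a fitted effect of over 60% in size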
Target sequence (O15648 whole entry, looked up): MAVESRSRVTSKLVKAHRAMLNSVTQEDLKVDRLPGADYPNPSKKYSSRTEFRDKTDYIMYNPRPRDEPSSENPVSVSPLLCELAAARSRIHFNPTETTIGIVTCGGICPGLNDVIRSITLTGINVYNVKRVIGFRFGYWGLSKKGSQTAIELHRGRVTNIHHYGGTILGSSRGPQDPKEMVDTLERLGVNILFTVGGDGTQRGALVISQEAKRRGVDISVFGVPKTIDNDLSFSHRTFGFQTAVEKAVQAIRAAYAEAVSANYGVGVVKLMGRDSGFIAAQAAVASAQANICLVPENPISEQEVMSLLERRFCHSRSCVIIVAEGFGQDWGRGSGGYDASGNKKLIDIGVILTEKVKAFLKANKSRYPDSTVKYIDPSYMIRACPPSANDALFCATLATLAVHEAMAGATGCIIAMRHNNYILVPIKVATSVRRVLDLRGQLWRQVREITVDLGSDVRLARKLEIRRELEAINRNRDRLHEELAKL
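In TEA buffer at pH 8.0 with 5 mM MgCl2, enzyme (1.25 nM) converted F6P (0.5 mM) and ATP (0.1 mM) for 45 min at room temperature. ADP product was read by luciferase luminescence.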
TSG101-PTAP inh = blocks PTAP/TSG101 interaction to inhibit HIV-1 budding. Q99816. Fluorescence polarization, FITC-PTAP peptide / Tsg101 binding. Potency, µM (highest dose often 115 µM), inactives show top-dose activity change, negative = inhibition, usual class: inhibitors. 340,000 tested, under 10 active; active means well fitted inhibition curve with a large enough effect in the main read-out, with a control signal flat, not every such curve was filed as active; inconclusive means small, poorly fitted or top-dose-only effect, or effect the other way, or a change in a side signal; inactive means no such curve, though single readings can be large or run the other way; further: potency means the concentration at half of the fitted maximal effect; % of control where 0% means no effect
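Tsg101 binding domain (10 uM final) was mixed with compound and a FITC-labeled PTAP peptide (50 nM final) in HEPES pH 7.5 buffer with NaCl, Tween 20, EDTA and TCEP; fluorescence polarization was read after 20 min at r.t.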
Giardia killer = Giardia lamblia killing. 0.15% of 340,000 active. Giardia lamblia trophozoite viability. activity change, % at 7.66 µM, hits read low; in the data active means activity change below about -80%; inconclusive means between about -30% and that limit;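 further: parasites exposed to compound for two days anaerobically before the ATP read; on the % scale 0 is the no-effect control and ±100 the full control effect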
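Giardia trophozoites, 100 cells per well, were exposed to compounds for 48 hrs at 37 deg C under anaerobic conditions; viability was then read as ATP content by bioluminescence after 15-30 min at room temperature.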
An asterisk follows results filed as active; ? = inconclusive; . = not tested or not shown; & = joins results of further samples; [ ] = dose if it differs, or a comment. Unless noted, the call rests on the fitted dose curve; in most records, active means well fitted curve in the direction sought with a large enough effect; inconclusive means small, poorly fitted or top-dose-only effect, or another doubt; inactive means no such curve, though single readings can be large; an effect the other way counts as inactive or inconclusive. This is a subset (hit frequency here may not be typical).

SMILES | Integrin act MD | S-ASM inh | GALK inhibitor | Chronic BCR inh | PKM2 activator | B2AR arrestin | Coupling enz | Menin MLL FP TR | Tb PFK block | TSG101-PTAP inh | Giardia killer
COc1ccc(OC)c(C2=NOC(C(=O)Nc3cc(C)nn3-c3ccccc3)C2)c1 (stereo not drawn) | -1% | 0% | -2% | 13% | -1% | 0.1% | 5 | 5% | 4% | 3% | 5
O=C(COC(=O)c1cccc([N+](=O)[O-])c1)NCc1ccc2c(c1)OCO2 | 14% | -3% | -1% | -8% | 1% | -0.3% | 0 | 1% | -8% | 1% | 5
O=C(NCC1CCCCC1)c1cc([N+](=O)[O-])ccc1Cl | -3% | -2% | 16% | 0% | -1% | -0.1% | 1 | -2% | 1% | 0% | -3
Nc1ccc(Sc2cc(Cl)nc(N)n2)cc1 | . | . | -1% | ? | -8% | 0.3% | 2 | -4% | 0% | . | .
O=C(CSc1nnc2c(n1)[nH]c1ccccc12)Nc1ccc(S(=O)(=O)Nc2ncccn2)cc1 | 7% | -2% | 4% | ? | -12% | -0.7% | 4 | ? | -10% | -7% | 6
Cc1oc(C(C)(C)C)cc1C(=O)Nc1cccc(/C=C\C(=O)O)c1 | 6% | -1% | . | -3% | 6% | 0.2% | 14 | 7% | 1% | -1% | 8
O=C(O)c1ccc(-n2cc(-c3cc4ccccc4oc3=O)[nH]c2=S)cc1 | 57% | 55%[activator] | -2% | . | -22% | -0.1% | -2 | 6% | ? | -2% | -14
COc1ccc(OC)c(-c2cc(C(=O)Nc3c(C)nn(Cc4ccccc4)c3C)no2)c1 | -16% | -6% | 4% | ? | 2% | -0.4% | -3 | -2% | -2% | -8% | -12
COc1cccc2cc(C(C)N(CCCN3CCOCC3)C(=S)Nc3ccc(C)c(C)c3)oc12 (stereo not drawn) | 4% | -1% | -2% | ? | -2% | -0.1% | 0 | 19% | -1% | -1% | 3
CC(C)(C)n1cnc2cc(NCc3ccccc3O)ccc21 | ? | 0% | -2% | -9% | . | 0.3% | -4 | -19% | -1% | -2% | 11
CCCn1nc(-c2ccccc2)c2nc3ccccc3nc21 | 29% | -1% | 0% | 7% | 0% | 0.0% | 0 | 15% | 2% | ? | -19
CCOC(=O)/C(C(N)=NC)=C(\O)c1ccccc1 | -23% | 1% | 1% | -1% | -1% | 0.0% | -4 | ? | 9% | -4% | -12
CC(C)n1cnnc1SCC(=O)Nc1cccnc1Cl | 9% | 0% | . | -4% | . | -0.5% | . | . | 7% | -7% | -3
Cc1cc(C)n(CC(=O)NC2C(=O)N3C(C(=O)O)=C(CSc4nnc(C)s4)CSC23)n1 (stereo not drawn) | ? | 2% | 0% | 1% | 10% | -0.2% | 1 | 2% | -2% | 0% | -28
Cc1nnc2ccc(N3CCCC3)nn12 | -24% | 1% | -4% | -17% | 2% | -0.1% | 4 | -6% | -4% | -6% | -1
O=C(C[n+]1ccc(Cc2ccccc2)cc1)Nc1ccccc1 | 13% | 0% | -2% | ? | 0% | -0.1% | 0 | -17% | -1% | -2% | -3
COc1ccccc1CNS(=O)(=O)N(C)C | 10% | 10% | 1% | -2% | -6% | 0.4% | 2 | -4% | -4% | 2% | -7
O=C(NCC(=O)N1CCN(c2ccccc2O)CC1)c1ccc2ccccc2c1 | ? | -6% | 4% | 5% | 0% | -0.1% | . | . | 0% | 2% | 29
CC(OC(=O)C1=COCCO1)C(=O)NC1CCCCC1C (stereo not drawn) | 15% | 3% | . | -2% | . | 0.0% | . | . | -8% | -4% | -5
O=c1[nH]c(C2CCN(S(=O)(=O)c3ccccc3C(F)(F)F)CC2)nc2c1nnn2Cc1ccccc1 | -33% | ? | 1% | ? | . | 7.3% | -1 | 71%[activator] | 18% | -3% | 32[activator]
CC(C)CCN1C(=O)c2ccccc2C1C(=O)NCc1cccnc1 (stereo not drawn) | -13% | 2% | 1% | 6% | -7% | -0.2% | 3 | 0% | -1% | -11% | 5
Cc1ccc(C)c(NC(=O)CN(C)C(=O)c2cccc(S(=O)(=O)N3CCCC3)c2)c1 | 25% | -2% | . | -1% | . | -0.1% | . | . | 1% | 0% | -6
Cc1ccc(NC(=S)N2CCN(S(=O)(=O)c3ccc(C)cc3)CC2)cc1 | 9% | . | -3% | -2% | ? | -0.2% | . | . | 0% | -8% | -7
Cc1ccc2cc(/C=N/NC(=O)CN3CCOCC3)c(Cl)nc2c1 | 1% | 4% | -1% | 5% | -4% | -0.4% | -6 | ? | 0% | -3% | 13
COc1ccc(CNC(=O)CN(C(=O)c2snc(C(N)=O)c2N)c2cccc(F)c2)cc1 | 0% | 160%[activator] | -2% | -3% | 1% | -0.2% | 1 | -9% | -2% | -3% | -20
COc1cc(C(=O)OCC(=O)Nc2cc(S(=O)(=O)N3CCOCC3)ccc2C)ccc1OCC(C)C | -6% | -12% | . | -15% | . | 3.5% | . | . | -1% | -5% | -10
O=C(CC1C[C@H](C(=O)N2CCOCC2)[C@@]2(CCC3CCCC3)c3[nH]c4ccccc4c3CCN2C1=O)NCC12CC3CC(CC(C3)C1)C2 (stereo partly drawn) | -29% | 1% | . | -2% | . | -1.0% | . | . | 4% | -3% | 13
CCOC(=O)C(=O)NNc1ccccc1C | -15% | 3% | 0% | 1% | 3% | 0.1% | 5 | 4% | -17% | -4% | 5
COC(=O)C1=C(C)N(c2ccccc2)/C(=C/c2cccs2)C1=O | -46%[inhibitor] | -7% | 0% | ? | -2% | -0.3% | 1 | -17% | -5% | -3% | 20
Cc1cc(C(=O)NNC(=O)c2sccc2C)c(C)o1 | 13% | 2% | . | ? | . | 0.4% | . | . | -3% | 0% | 27
COc1ccccc1C(=O)Nc1nnc(SCC(=O)NCc2ccco2)s1 | 0% | -1% | -5% | 2% | -4% | -0.9% | . | . | -25% | -8% | -12
COc1ccc(CSc2nc(C)[nH]c2[N+](=O)[O-])cc1[N+](=O)[O-] | 4% | -1% | . | ? | 1% | -0.3% | 8 | . | 1% | 2% | 1
Cc1ccc(OCC(=O)Nc2ccc(S(=O)(=O)N(C)C3CCN(C)CC3)cc2)c(C)c1 | -57%[inhibitor] | -2% | -4% | -2% | -3% | -0.5% | . | . | 0% | -2% | 9
Cc1ccn(C(=O)c2cc3c(C)nn(-c4ccccc4)c3s2)n1 | -6% | 38%[activator] | . | -9% | 1% | 0.0% | 4 | 8% | 0% | 0% | -2
O=C(N/N=C/C=C\c1ccccc1[N+](=O)[O-])c1cccs1 | -32% | -7% | 2% | ? | ? | -0.4% | 4 | 10% | 6% | -1% | 26
O=[N+]([O-])c1cc(Cl)cc(C2=NCCN2)c1 | -40%[7.66 µM] | 8% | 4% | 15% | -8% | 0.1% | -2 | 2% | -3% | -6% | 28
CCCn1c(SCC(=O)NCc2ccc3c(c2)OCO3)n[nH]c1=O | 35% | 2% | . | -1% | . | -0.7% | . | . | -11% | -2% | -13
COc1ccccc1NC(=O)c1ccc(-c2ccccc2[N+](=O)[O-])o1 | -15% | -2% | -1% | ? | -6% | 0.2% | 3 | -10% | 15% | 1% | -3
CC(c1ccccc1)N1CC(C(=O)N2CCN(c3ccccc3)CC2)CC1=O (stereo not drawn) | 19% | 1% | 2% | 1% | -3% | 0.0% | -2 | 2%[11.7 µM] | -2% | -7% | 5
O=S(=O)(c1ccc2c(c1)OCCO2)N1CCN(S(=O)(=O)c2c(F)cc(F)cc2F)CC1 | . | 11% | . | 0% | . | -0.1% | . | . | 11% | 2% | -12
C=CCOc1ccc(C2C(C#N)=C(N)N(N(C)C)C3=C2C(=O)CCC3)cc1 (stereo not drawn) | -13% | -1% | -2% | 1% | . | 2.6% | 0 | -7% | 3% | -6% | -11
CCCOC(=O)c1cc(=O)[nH]c2ccccc12 | 13% | 9% | 0% | 1% | -5% | -0.2% | 1 | -12% | -3% | -8% | -2
COc1cc(NC(=O)c2nccn2C)cc(C(=O)Nc2cccc(C(F)(F)F)c2)c1 | -14%&0% | -3% | 4% | -12% | -8% | -0.6% | 7 | . | -1% | -5% | -1
Cc1ccc(NS(=O)(=O)c2c(C)[nH]c(C)c2C(=O)N2CCCC2)cc1Cl | 12% | -1% | -2% | 2% | . | -0.1% | 1 | 6% | 2% | -10% | -13
Cc1ccc2c(c1)N(CC(=O)NCCCN1CCCCC1)C(=O)CO2 | -20% | 0% | -1% | -1% | . | -0.8% | 0 | 0% | 1% | -6% | -1
